Growth percent in the NCI-60 one-dose screen (48 h, 10 µM unless noted): 100 = growth as untreated, 0 = no growth, -100 = all killed.
EKVX = EKVX NSCLC; actives 3% (n = 71,000)
HOP-92 = HOP-92 NSCLC cells; actives 6.3% (n = 71,000)
A549/ATCC = A549/ATCC NSCLC | actives 3.7% (n = 81,000) | AID 1794740
SK-MEL-5 = SK-MEL-5 melanoma; actives 6.4% (n = 80,000); AID 1794755
HOP-62 = HOP-62 NSCLC | actives 3.9% (n = 80,000)
SK-MEL-28 = SK-MEL-28 melanoma | actives 4.1% (n = 81,000) | AID 1794761
CCRF-CEM = CCRF-CEM leukemia | actives 7% (n = 77,000) | AID 1794778
M14 = M14 melanoma; AID 1794745; actives 6.2% (n = 80,000)
* = called active by the depositor; . = not tested or not shown; & = joins results of further samples. The calls were made as follows: active = growth percent below 10; inactive = the rest.

no.	smiles	HOP-92	SK-MEL-5	CCRF-CEM	M14
1	Cc1ccc(S(=O)(=O)N2CCCN(c3nc(-c4ccccc4)nc4nc(-c5ccccc5)oc34)CC2)cc1	109.7	98.9	105.7	110.0
2	CCOC(=O)N1CCN(S(=O)(=O)c2oc(-c3ccc(Cl)cc3)nc2C#N)CC1	97.6	97.4	1.7*	75.4
3	COc1ccc(/C=N/NC(=O)C2CCC(=O)N2)cc1 (stereo unspecified)	106.5	102.3	100.3	107.5
4	CCOC(=O)c1ncc(-c2ccc(C(F)(F)F)cc2)c(N[C@@H]2C[C@H]3CC[C@@H]2C3)n1	.	95.2	102.8	103.3
5	CCOc1cc(C2SCC(=O)N2n2cnnc2)ccc1O (stereo unspecified)	95.8	105.2	100.2	99.8
6	COC(=O)c1csc(C2OC(CO)C(O)C2O)n1 (stereo unspecified)	94.7	98.5	95.1	115.7
7	O=CN(Cc1ccccc1)c1cc([N+](=O)[O-])ccc1OCc1ccccc1	91.3&99.1	101.9&99.4	93.5&92.4	94.5&99.9
8	C/C(=N\NC(=O)CSc1nc2sc3c(c2c(=O)n1-c1ccccc1)CCC(C)C3)c1ccc(Br)cc1 (stereo unspecified)	100.7	105.9	102.2	99.2
9	Cc1cc(C)nc(NS(=O)(=O)c2ccc(Nc3nc4nc(NCc5ccccc5)nc(-c5ccc(O)cc5)c4c(=O)[nH]3)cc2)n1	-11.1*	4.9*	19.6	.
10	O=c1oc2ccccc2c2ccccc12	116.5	101.1	114.0	107.9

no.	SK-MEL-28	A549/ATCC	EKVX	HOP-62
1	108.3	105.7	111.5	101.4
2	104.7	96.8	100.5	96.0
3	106.8	103.4	103.8	111.3
4	99.4	97.3	.	100.8
5	116.5	104.5	97.5	94.0
6	109.9	100.6	.	96.8
7	114.7&115.4	101.2&93.3	94.5	99.4
8	103.1	101.9	98.8	86.3
9	32.7	43.9	26.7	.
10	111.0	95.4	84.2	111.5

Additional compounds follow.
no.	smiles	HOP-92	SK-MEL-5	CCRF-CEM	M14
11	COc1cc(-c2csc(NC(=O)c3ccc4c(c3)OCCO4)n2)cc(OC)c1OC	85.9	62.9	76.3	86.0
12	CCN1C(=S)N(CC)C2Nn3c(s/c(=C4\C(=O)N(C(C)C)c5ccccc54)c3=O)=NC21 (stereo unspecified)	99.9	92.7	114.5	108.5
13	O=C(NCc1ccccc1)c1ccc(C(=O)NCc2ccccc2)cc1	.	100.8	94.5	96.3
14	FC(F)(F)c1cc(N2CCSCC2)nc(NCCCNc2ccnc3cc(Cl)ccc23)n1	46.3	75.3	72.2	88.9
15	O=C1C=Cc2ccccc2/C1=C\c1sc(NC(=O)c2ccccc2)nc1O	88.4	99.4	109.4	100.9
16	CCn1cc(C(=O)NNC(=S)Nc2cccc(C)c2)c(=O)c2ccc(C)nc21	62.4	77.0	49.3	68.3
17	COc1nccnn1	69.5	104.1	99.8	107.7
18	COc1ccc2oc3c(C)c4c(c(C)c3c2c1)C(=O)N(N)C4=O	101.5	94.9	95.7	96.9
19	CC(=O)c1ccccc1N	98.2	89.3	106.9	96.1
20	Cc1ccc2cccc(OC(=O)c3c(F)cccc3Cl)c2n1	.	100.4	.	94.8

no.	SK-MEL-28	A549/ATCC	EKVX	HOP-62
11	93.0	90.1	79.9	87.1
12	121.8	98.4	85.4	100.4
13	103.8	84.4	108.8	40.3
14	92.6	66.5	63.5	86.0
15	116.2	105.8	93.3	108.6
16	84.9	70.4	67.4	59.1
17	102.4	102.0	107.2	114.1
18	105.3	96.2	99.7	105.2
19	104.8	108.6	106.7	.
20	112.8	100.7	.	99.7

Next structures
no.	smiles	HOP-92	SK-MEL-5	CCRF-CEM	M14
21	COc1ccc(Cn2cc(C(=O)N=Nc3c(O)[nH]c4c(F)cccc34)nn2)cc1	83.8	99.3	90.2	100.7
22	OCCC1CCCCN1C(Cc1ccccc1)c1ccccc1 (stereo unspecified)	89.0	100.0	120.3	92.5
23	COc1cc(-c2nc(SCCC(C)C)nc(Nc3cccc4ccccc34)c2C#N)cc(OC)c1OC	56.8	58.3	60.2	74.8
24	O=c1[nH]cnc2c1cnn2-c1ccccc1	91.0	100.6	100.1	106.5
25	Fc1ccc(C2=NN(c3cc(Cl)cc(Cl)c3)C(c3sc(Cl)nc3Cl)C2)cc1 (stereo unspecified)	91.6	100.8	97.4	103.3
26	O=C1/C(=C\c2cn(C(=O)c3ccc(Cl)cc3)c3ccccc23)c2ccccc2N1C(=O)c1ccc(Cl)cc1	.	74.9	.	79.2
27	CCCCc1ccc(C(CC(=O)c2ccccc2)c2ccccc2)cc1 (stereo unspecified)	80.7	91.3	101.4	74.7
28	O=C(Nc1sc2c(c1C(=O)O)CCCC2)c1ccc(Cl)cc1	86.4	105.9	95.5	107.9
29	O=S(=O)(c1ccc(NC(=S)NCc2cccnc2)cc1)N1CCCCC1	86.2	74.2	29.0	39.7
30	NCC(O)CC(=O)O (stereo unspecified)	.	104.3	.	100.0

no.	SK-MEL-28	A549/ATCC	EKVX	HOP-62
21	103.9	93.2	106.9	98.4
22	107.6	99.8	96.2	101.8
23	85.6	79.9	94.5	79.0
24	103.5	94.9	95.6	96.8
25	105.7	105.1	89.1	107.0
26	103.0	63.3	70.7	61.4
27	100.7	74.6	89.0	89.4
28	101.6	103.4	103.7	114.5
29	92.6	65.2	.	83.1
30	105.3	98.8	101.0	101.8

As entered above.
Result for `COc1ccc(Cn2cc(C(=O)N=Nc3c(O)[nH]c4c(F)cccc34)nn2)cc1` under SK-MEL-5: 99.3
Result for `OCCC1CCCCN1C(Cc1ccccc1)c1ccccc1` (stereo unspecified) under HOP-92: 89.0
Result for `C/C(=N\NC(=O)CSc1nc2sc3c(c2c(=O)n1-c1ccccc1)CCC(C)C3)c1ccc(Br)cc1` (stereo unspecified) under SK-MEL-5: 105.9

The results go on:
no.	smiles	HOP-92	SK-MEL-5	CCRF-CEM	M14
31	CC[C@H]1c2ccccc2[C@@H](C(=O)O)N(C(C)=O)c2ccccc21	109.0	107.0	112.2	108.9
32	CCc1c2ccc(N(S(=O)(=O)c3ccc(C)cc3)S(=O)(=O)c3ccc(C)cc3)cc2nc2c1c(=O)n1c3ccccc3c3cc(C(=O)OC)nc2c31	83.1	98.1	54.1	110.1
33	CC(=O)CCCN1C(=O)c2ccccc2C1=O	113.0	102.8	97.9	99.6
34	O=C(Nc1cccc(-c2nc(-c3ccc(NC(=O)c4cccs4)cc3Cl)no2)c1)Nc1ccc(NC(=O)C2CC2)c(C(F)(F)F)c1	-40.0*	-90.7*	6.4*	-41.1*
35	COc1ccc(/C(C)=N/NC(=O)CSc2nc3ccccc3c(=O)n2Cc2ccc(S(N)(=O)=O)cc2)cc1	103.3	98.8	99.3	113.4
36	COc1ccc(C=NC2C(O)OC(CO)C(O)C2O)cc1 (stereo unspecified)	79.8	99.2	83.5	.
37	CC1=C2C(=C[C@@](C)(COS(N)(=O)=O)[C@@H]2O)C(=O)[C@](C)(O)C12CC2	43.8	89.5	98.2	76.7
38	CC(=O)Oc1csc(N(C(C)=O)c2ccc(Cl)c(C(F)(F)F)c2)n1	45.1	85.7	92.7	80.1
39	Cc1ccc(N(CC(=O)Nc2ccc(S(=O)(=O)NC3CCN(C)CC3)cc2)S(=O)(=O)c2ccc(Cl)cc2)cc1	69.6	-9.8*	20.9	63.0
40	O=C(c1ccccc1)c1c(/C=C/c2ccc(Cl)cc2)nc2ccccc2c1/C=C/c1cccs1	87.3	100.1	96.4	96.8

no.	SK-MEL-28	A549/ATCC	EKVX	HOP-62
31	117.3	100.2	109.9	110.7
32	109.1	108.9	96.0	95.8
33	102.6	96.0	97.3	96.7
34	-83.3*	-27.7*	-34.2*	-44.0*
35	116.1	100.4	82.9	95.6
36	98.0	102.2	110.7	108.8
37	87.6	21.2	94.9	45.7
38	99.2	96.9	22.0	85.2
39	-68.3*	69.2	99.4	96.2
40	102.3	92.9	88.2	105.8

The list continues:
no.	smiles	HOP-92	SK-MEL-5	CCRF-CEM	M14
41	O=C(CCn1ccnc1)Nc1cc(S(=O)(=O)Nc2ccccc2Cl)ccc1O	89.3	106.2	91.9	102.4
42	COc1ccc(C(=O)n2nc(-c3cccc(Cl)c3)nc2N)cc1	96.7	98.5	97.9	97.9
43	CCOC(=O)c1ccc(NC(=O)CN2C(=O)/C(=C3\SC(=S)N(CCC(=O)O)C3=O)c3ccccc32)cc1	109.0	100.6	79.3	86.1
44	CC/C=C/C/C=C/C/C=C/C/C=C/C/C=C/C/C=C/CCC(=O)Nc1ccn([C@@H]2O[C@H](CO)[C@@H](O)C2(F)F)c(=O)n1	32.1	31.3	.	-22.7*
45	CCN(CC)C(=O)N/C(N)=N/c1nc2ccccc2s1	72.2	-24.9*	41.9	71.9
46	Cc1cc(S(=O)(=O)O)ccc1Cl	86.7	110.3	121.0	111.3
47	O=C1c2cccc3cccc(c23)C(=O)N1CCO	97.4	99.5	100.0	92.1
48	CCCCOC(c1cc2c(cc1Br)OCO2)C(C)Br (stereo unspecified)	87.8	102.4	103.3	99.0
49	COc1ccc(C2CC(c3ccccc3)=NN2C(=O)CSc2nnc(NC(=O)C(Cl)Cl)s2)cc1 (stereo unspecified)	98.8	75.7	81.5	95.2
50	N#Cc1cccc[n+]1Cc1ccccc1	86.6	105.9	99.1	102.0

no.	SK-MEL-28	A549/ATCC	EKVX	HOP-62
41	129.6	110.0	98.3	95.0
42	95.2	104.7	105.7	.
43	99.3	91.5	107.0	106.0
44	74.9	17.6	70.0	8.8*
45	75.4	62.9	15.3	68.9
46	219.8	99.6	102.0	94.0
47	110.4	110.1	98.6	126.4
48	98.2	99.8	98.4	107.8
49	101.2	101.9	81.3	96.9
50	118.3	115.8	69.9	90.9

(further entries)
no.	smiles	HOP-92	SK-MEL-5	CCRF-CEM	M14
51	CCCc1ccc(-c2cn(CC(=O)Nc3nc4ccccc4s3)nn2)cc1	93.3	98.9	.	94.5
52	COc1ccc(OC)c(-c2nc3ccc(C(=O)NN4C(=O)c5ccc(C(=O)O)cc5C4=O)cc3[nH]2)c1	98.5	94.3	96.0	106.9
53	CCOP(=O)(CCCCCCOc1cc(OC)c2c(c1OC)OCO2)OCC	88.0	90.8	88.3	96.7
54	CCOC(=O)c1ccc(Nc2ccnc(SCC(=O)c3ccc(OC)cc3)n2)cc1	89.8	93.7	102.2	98.9
55	O=C1/C(=C/c2ccc(Cl)cc2)N=C2SC=C(/N=c3\scc(-c4ccccc4)n3-c3ccccc3)N12	79.6	103.3	93.3	101.6
56	N#C/C(=N\Nc1ccc(S(=O)(=O)O)cc1)C(N)=O	85.4	108.3	106.4	91.1
57	C[C@@H]1N=C(c2ccc3ccccc3c2)Nc2nc3ccccn3c2C1=O	.	35.3	52.9	19.8
58	CCOC(=O)c1nnn(-c2nonc2N)c1-c1ccc(OCC)cc1	105.9	.	96.7	124.1
59	O=C(/C=C/C=C/c1ccccc1)c1ccco1	96.1	91.1	30.2	93.9
60	O=c1c2c(cc3c(O)[nH]c(=S)n13)-c1cc(F)ccc1N=2	85.5	96.1	108.1	99.0
61	CCOC(=O)c1c(NC(=O)c2cccc(C(F)(F)F)c2)sc2c(CN(C)C)c(O)ccc12	-1.2*	93.6	9.9*	-57.8*
62	[O-][n+]1cccc(CO)c1	.	.	114.5	102.5
63	CCOC(=O)CC1CSC(N/N=C(\C)c2ccc3ccccc3c2)=N1 (stereo unspecified)	77.2	94.8	83.3	91.8

no.	SK-MEL-28	A549/ATCC	EKVX	HOP-62
51	96.2	101.2	86.4	95.7
52	111.0	94.3	93.6	98.4
53	98.0	93.1	93.1	92.1
54	106.0	98.5	99.4	88.5
55	110.0	103.4	.	107.4
56	108.0	94.7	103.2	109.6
57	59.9	39.5	75.6	36.7
58	111.1	103.2	110.3	100.3
59	122.8	101.4	112.4	117.2
60	106.8	106.6	96.3	100.6
61	17.0	60.8	98.8	96.7
62	112.9	91.8	107.3	115.9
63	100.6	101.7	88.1	87.6

Three entries from above, ordered by SMILES length, low to high:
no.	smiles	HOP-92	SK-MEL-5	CCRF-CEM	M14
56	N#C/C(=N\Nc1ccc(S(=O)(=O)O)cc1)C(N)=O	85.4	108.3	106.4	91.1
51	CCCc1ccc(-c2cn(CC(=O)Nc3nc4ccccc4s3)nn2)cc1	93.3	98.9	.	94.5
57	C[C@@H]1N=C(c2ccc3ccccc3c2)Nc2nc3ccccn3c2C1=O	.	35.3	52.9	19.8

no.	SK-MEL-28	A549/ATCC	EKVX	HOP-62
56	108.0	94.7	103.2	109.6
51	96.2	101.2	86.4	95.7
57	59.9	39.5	75.6	36.7

Compound activity from PubChem BioAssay.

This is a random part of the collection; any-hit rate near 12%.
